High-throughput results as filed in PubChem.
pPAFAH FP inh: inhibitors of human plasma PAF acetylhydrolase (pPAFAH). Q13093. recombinant pPAFAH, FP-rhodamine probe fluorescence polarization. inhibition, % at 3.39 µM. hit rate 1.5% among 330,000. AID 463082;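 active means inhibition above the mean inhibition across the screen plus 3 SD, cut at about 25% in these data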;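 further: inhibitors block binding of the rhodamine activity-based probe so polarization drops; 0% = enzyme with DMSO and 100% = wells lacking pPAFAH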
PAFAH1B2 inh: PAFAH1B2 (human) inhibition; recombinant PAFAH1B2, FP-rhodamine activity probe, fluorescence polarization; AID 492953; P68402; hit rate 1.2% among 340,000; inhibition, % at 3.39 µM;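 active means inhibition above the mean of all tested compounds plus 3 SD, cut at about 24% in these data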;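 further: 0% = enzyme with DMSO and 100% = wells lacking PAFAH1B2; many of its hits are not listed in these tables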
GSTO1 inh: counter-screen for RBBP9 inhibitors: inhibitors of human GSTO1; P78417; recombinant GSTO1, activity-based probe fluorescence polarization; inhibition, % at 5.96 µM; hit rate 1.1% among 300,000;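 active means inhibition above the campaign mean inhibition plus 3 SD, cut at about 35% in these data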;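 further: 0% = GSTO1-1 with DMSO and 100% = wells lacking GSTO1-1 enzyme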
PAFAH1B3 FP inh: blocks human PAF acetylhydrolase 1B catalytic subunit 3; Q15102; hit rate 0.28% among 340,000; recombinant PAFAH1B3, FP-rhodamine probe, fluorescence polarization; inhibition, % at 3.39 µM;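 active means inhibition above the screen-wide average of all tested compounds plus 3 SD, cut at about 25% in these data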;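 further: 0% = enzyme with DMSO only and 100% = wells lacking PAFAH1B3 protein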
LYPLA1 inh: counter-screen for PME1 inhibitors: inhibitors of human LYPLA1. O75608. recombinant LYPLA1, FP-Rh probe fluorescence polarization. inhibition, % at 5.9 µM. hit rate 0.16% among 320,000;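 active means inhibition above the mean of all tested compounds plus 3 SD, set per campaign, cut at about 14% in these data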;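 further: inhibitors block serine hydrolase probe labeling of LYPLA1 so polarization falls; 0% = enzyme with DMSO and 100% = wells lacking LYPLA1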
PAD4 FP inh: inhibitors of human PAD4 | Q9UM07 | recombinant PAD4, RCA probe fluorescence polarization | inhibition, % at 6.36 µM | hit rate 0.41% among 330,000 | AID 485272;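 active means percent inhibition above a cutoff equal to the mean of all tested compounds plus 3 SD, cut at about 15% in these data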;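 further: 0% = PAD4 with RCA probe and DMSO and 100% = probe without PAD4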
PREPL inhibitor: inhibits the human prolyl oligopeptidase-like enzyme; AID 2751; recombinant PREPL, fluorescence polarization activity-based probe; Q4J6C6; inhibition, % at 5.96 µM; hit rate 0.68% among 320,000; in the data active means inhibition above about 43%;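 further: 0% = enzyme with DMSO and 100% = wells lacking enzyme; many of its hits are not listed in these tables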
Target sequence (Q4J6C6 whole entry, looked up): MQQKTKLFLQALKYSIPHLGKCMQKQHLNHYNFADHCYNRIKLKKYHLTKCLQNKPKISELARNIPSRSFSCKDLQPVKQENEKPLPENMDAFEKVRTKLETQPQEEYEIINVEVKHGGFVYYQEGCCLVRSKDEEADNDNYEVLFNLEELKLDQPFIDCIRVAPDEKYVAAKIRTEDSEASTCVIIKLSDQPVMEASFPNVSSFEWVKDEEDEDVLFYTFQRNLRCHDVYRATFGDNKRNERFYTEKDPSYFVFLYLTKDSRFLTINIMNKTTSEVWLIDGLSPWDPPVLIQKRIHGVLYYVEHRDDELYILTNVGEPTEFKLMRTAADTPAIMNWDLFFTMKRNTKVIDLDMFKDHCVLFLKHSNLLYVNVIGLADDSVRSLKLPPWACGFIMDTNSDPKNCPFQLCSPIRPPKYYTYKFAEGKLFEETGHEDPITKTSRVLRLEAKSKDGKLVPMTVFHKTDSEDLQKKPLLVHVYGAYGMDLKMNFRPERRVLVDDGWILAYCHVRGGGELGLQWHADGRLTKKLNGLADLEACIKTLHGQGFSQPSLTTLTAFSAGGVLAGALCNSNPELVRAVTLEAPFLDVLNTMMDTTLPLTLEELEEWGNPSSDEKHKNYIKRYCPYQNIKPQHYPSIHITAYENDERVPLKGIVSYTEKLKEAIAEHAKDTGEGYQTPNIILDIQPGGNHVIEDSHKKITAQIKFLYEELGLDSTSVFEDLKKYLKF
LYPLA2 counter: counter-screen for PME1 inhibitors: inhibitors of human LYPLA2; AID 2177; hit rate 0.38% among 320,000; recombinant LYPLA2, FP-Rh probe fluorescence polarization; inhibition, % at 5.9 µM;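 active means inhibition above the screen-wide mean plus 3 SD, limit set per campaign, cut at about 26% in these data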;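 further: 0% = LYPLA2 with DMSO and 100% = wells lacking LYPLA2 enzyme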
Target sequence (O95372 whole entry, looked up): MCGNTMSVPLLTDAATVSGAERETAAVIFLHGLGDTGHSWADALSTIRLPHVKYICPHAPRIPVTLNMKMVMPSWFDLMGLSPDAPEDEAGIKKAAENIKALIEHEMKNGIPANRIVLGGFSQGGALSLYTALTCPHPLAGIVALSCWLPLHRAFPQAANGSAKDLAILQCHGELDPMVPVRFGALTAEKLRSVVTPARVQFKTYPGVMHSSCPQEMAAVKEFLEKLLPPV
PME-1 primary: PME-1 (human) inhibition; hit rate 0.53% among 320,000; inhibition, % at 5.9 µM; Q9Y570; recombinant PME-1, FP-Rh probe fluorescence polarization; AID 2130;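 active means inhibition above the campaign mean of all compounds plus 3 SD, cut at about 26% in these data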;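 further: competitive labeling of PME-1 active site by serine hydrolase directed probe; 0% = PME-1 with DMSO and 100% = wells lacking PME-1 enzyme; inhibitors block probe labeling so polarization falls and inhibition rises; many of its hits are not listed in these tables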
* = called active by the depositor; nt = not tested or not shown. These rows are one share of the data. The share of hits here may be higher or lower than overall.

SMILES | pPAFAH FP inh | PAFAH1B2 inh | GSTO1 inh | PAFAH1B3 FP inh | LYPLA1 inh | PAD4 FP inh | PREPL inhibitor | LYPLA2 counter | PME-1 primary
Cc1nn2c(N)c(-c3ccccc3)cnc2c1-c1ccc(Cl)cc1 | 8 | 3 | 3 | 2 | -3 | -2 | 3 | 9 | 4
COc1ccc2sc(-c3ccc(N(C)C)cc3)c(-c3cnc(OC)nc3)c2c1 | 5 | 5 | nt | 12 | 2 | -3 | 21 | 9 | 10
CCN1CCN(S(=O)(=O)c2ccc3[nH]c(=O)oc3c2)CC1 | 0 | 13 | 3 | 3 | 2 | 0 | -6 | 4 | -3
COc1cccc(CNC(=O)CCN2C(=O)[C@@H]3Cc4ccccc4CN3C2=O)c1 | 5 | -5 | -1 | 8 | 2 | 2 | -16 | 12 | 0
COC(=O)[C@H](CC(C)C)NC(=O)NCCC1=CCCCC1 | 1 | 12 | -6 | 3 | 5 | 2 | 18 | 3 | 3
Cc1ccc(C)c(N(CC(=O)Nc2ccc(-c3nc4ccc(C)cc4s3)cc2)S(C)(=O)=O)c1 | -3 | -2 | -7 | 5 | -10 | 0 | -8 | -13 | -11
CC(OC(=O)Cc1ccc(Br)cc1)C(=O)NC1CCCCC1C (centres undefined) | -2 | 10 | -2 | 5 | -1 | 3 | 18 | -3 | -1
O=C(NCc1ccco1)c1cccc(C(F)(F)F)c1 | 4 | 0 | 0 | -2 | -3 | -4 | -2 | -3 | -1
CCOc1ccc(C(=O)NC(=S)Nc2cc(C)ccn2)cc1[N+](=O)[O-] | -2 | 2 | 2 | 6 | 1 | 4 | 6 | 0 | -4
Cc1nc2ccc(NC(=O)COc3ccccc3[N+](=O)[O-])cc2s1 | -2 | nt | 3 | nt | 1 | -3 | -7 | -4 | -5
O=c1c2ccccc2nc(-c2ccc(Cl)cc2)n1C1CCS(=O)(=O)C1 (centres undefined) | 4 | 4 | 4 | -2 | -3 | -1 | 9 | 1 | -4
O=C(O)C1CC=CCC1C(=O)Nc1ccc(Oc2ccc(Cl)cc2)cc1 (centres undefined) | 9 | 16 | -5 | 7 | -4 | -11 | 22 | 2 | -2
CCCc1cc(=O)oc2cc(OC(C)C(=O)NC3CC(C)(C)NC(C)(C)C3)ccc12 (centres undefined) | 8 | 4 | 0 | 3 | 2 | 2 | 4 | -1 | 0
O=C(CN1CCCC1)Nc1cc(F)ccc1F | -2 | -3 | 8 | 7 | -1 | -3 | 2 | -12 | -4
COCCN1C(=O)C(O)=C(C(=O)c2ccco2)C1c1cccc(Oc2ccccc2)c1 (centres undefined) | 7 | 4 | 5 | 7 | 1 | -8 | 12 | 5 | -1
COc1ccc(-c2nn(-c3ccccc3)cc2C(=O)OCC(=O)c2ccc(C)c([N+](=O)[O-])c2)cc1 | -3 | -3 | 0 | 5 | -6 | 0 | 4 | -3 | -8
CC1CC(C)CN(S(=O)(=O)c2ccc(C(=O)OCC(=O)NCCN3C(=O)CSC3=O)cc2)C1 (centres undefined) | 9 | 12 | 2 | 5 | 0 | -3 | 1 | -1 | -8
Cc1onc(-c2ccccc2Cl)c1C(=O)NC(=S)NCC(=O)c1ccccc1 | 1 | 8 | 2 | 13 | 0 | 4 | -1 | -7 | -7
O=C(c1ccc2snnc2c1)N1CCOCC1 | 4 | 5 | 0 | 3 | 1 | -1 | 6 | -2 | 0
COc1ccccc1NC(=O)C(C)N(C)Cc1ccc(Cl)s1 (centres undefined) | 3 | -2 | 7 | -12 | -1 | 0 | 11 | 7 | -5
O=C(NCc1ccccc1F)C(=O)NCC1CCCN1S(=O)(=O)c1cccs1 (centres undefined) | 3 | 2 | 5 | 4 | -1 | 1 | 0 | 0 | 0
COc1cc(C(=O)NCC(=O)N/N=C(C)\C=C\c2ccccc2)cc(OC)c1OC | 3 | 2 | -1 | 4 | 1 | 1 | -2 | -1 | 0
CN1CCN(C(=O)c2ccc(S(=O)(=O)c3ccc(Br)cc3)cc2)CC1 | 2 | 10 | 7 | 10 | -1 | 4 | 13 | -3 | -1
CCN(CC(=O)Nc1ccccc1C(F)(F)F)C(=O)CCc1c(C)[nH]c(=O)c(C#N)c1C | 5 | 4 | 3 | 0 | 0 | -1 | -6 | -3 | -3
Cc1ccc(C(=O)NCCc2ccccc2)cc1 | 1 | 7 | 1 | 7 | 0 | -1 | -6 | 5 | -4
COC(=O)C(C)NC(=S)N1CCN(c2c(F)cc3c(=O)c(C(=O)O)cn(C4CC4)c3c2OC)CC1C (centres undefined) | 3 | 3 | 10 | 5 | -1 | -3 | 3 | 4 | -3
CCCS(=O)(=O)N1CCCC(C(=O)NCCc2ccc(Cl)cc2)C1 (centres undefined) | 3 | 19 | -8 | 0 | 1 | 1 | 6 | 9 | 2
CCOc1[nH]n(-c2ccccc2)c(=O)c1C=Nc1ccc(OC)cc1 | 3 | -1 | 13 | -1 | -2 | 1 | 3 | 8 | 1
Cc1ccc(CNc2ncnc3c2cnn3-c2ccccc2)cc1 | -7 | -1 | 5 | 6 | -4 | -2 | 1 | -6 | 0
CNC(=O)Cn1ncc2c3ccccc3n(C)c2c1=O | 2 | 7 | 0 | 2 | 2 | -4 | 8 | -1 | 3
COC(=O)NC1CCC(NC(=O)OC)CC1 (centres undefined) | 5 | 3 | 1 | 7 | 1 | -1 | 1 | 4 | 5
Cc1oc2c(c1C(=O)O)C(=O)c1ccccc1C2=O | 0 | 6 | 61* | 20 | 0 | 9 | 2 | 1 | 4
Cc1ccc(N(C)C(=O)c2ccc3c(Cl)c4c(nc3c2)CCC4)cc1C | 3 | -1 | -2 | -2 | -8 | 1 | -16 | 3 | 6
O=C(CSc1nnc(SCc2ccc(Cl)cc2)s1)N/N=C/c1c[nH]c2ccccc12 | 41* | 5 | 25 | 4 | 1 | 3 | 12 | 45* | -3
Cc1ccc(NC(=O)COC(=O)Cn2cnc3c2c(=O)n(C)c(=O)n3C)cc1 | -4 | 7 | nt | 7 | nt | 2 | 31 | nt | nt
COCC(C)n1c(SCC(=O)NC(=O)Cc2ccccc2)nc2ccccc2c1=O (centres undefined) | 9 | -3 | nt | 1 | 1 | 1 | 1 | 4 | 0
N#CCCn1cc(C(=O)Nc2ccc([N+](=O)[O-])cc2)c(-c2cc3ccccc3o2)n1 | -3 | -2 | 0 | 3 | -4 | 0 | -6 | -13 | 1
COc1cccc(CN(C)C(=O)CCN(c2ccccc2)S(=O)(=O)c2ccc(C)cc2)c1OC | 7 | 8 | 3 | 4 | 4 | -3 | 4 | 1 | -1
CC(=O)NC(C)C(=O)OCC(=O)c1ccc(Cl)s1 (centres undefined) | 2 | 10 | 6 | 0 | -3 | -2 | -2 | 0 | 1
CSc1nccc(Oc2ccc(C#N)cc2)n1 | 3 | 5 | 4 | 11 | 4 | -3 | 0 | 1 | 0
COC(=O)c1cc(S(=O)(=O)Nc2cccc(S(N)(=O)=O)c2)oc1C | 3 | 3 | -3 | 4 | 2 | 2 | 2 | 2 | 4
Cc1ccc(S(=O)(=O)N2CCCC2CO)cc1 (centres undefined) | 0 | -2 | 5 | 8 | -1 | -1 | 1 | -3 | -2
O=C(Cn1cc2c(n1)CCCCC2)Nc1c(F)cc(F)cc1Br | 5 | -2 | -7 | 8 | 1 | 1 | -2 | 6 | -7
Cc1ccc(S(=O)(=O)NCC(=O)NCc2ccncc2)cc1 | 4 | 1 | 0 | 9 | 6 | 2 | -10 | 6 | -1
S=C(NC1CCCCC1)N(CCc1nc2ccccc2[nH]1)C1CCCC1 | -1 | 8 | 2 | 3 | -5 | -5 | 7 | -1 | -3
Cc1cc(C)cc(Oc2cc(NC(=O)c3cn(C)nc3C)cc([N+](=O)[O-])c2)c1 | -3 | -4 | -16 | -9 | -19 | -5 | 2 | -34 | -14
COc1cc([N+](=O)[O-])ccc1NC(=O)CN1CCCC1 | 3 | 0 | -1 | -3 | -2 | -4 | 1 | -5 | -6
O=C1c2ccccc2C(=O)N1CCCCN(C(=O)c1cccc([N+](=O)[O-])c1)c1ccc(Cl)cc1 | 7 | 3 | 6 | 8 | -4 | -1 | 12 | -1 | 5
O=C(Nc1cccnc1)c1c(O)c2cccc3c2n(c1=O)CC3 | 1 | 2 | -2 | 8 | -2 | -2 | 9 | -5 | 0
COc1ccc(OCC(O)CNC(=O)c2cccs2)cc1 (centres undefined) | 2 | 4 | 4 | 4 | 2 | 3 | 13 | -1 | -4

Some of the entries so far, with values under each structure:
Below each SMILES – pPAFAH FP inh	PAFAH1B2 inh	GSTO1 inh	PAFAH1B3 FP inh	LYPLA1 inh	PAD4 FP inh	PREPL inhibitor	LYPLA2 counter	PME-1 primary
COc1ccc(OCC(O)CNC(=O)c2cccs2)cc1 (centres undefined)
  2	4	4	4	2	3	13	-1	-4
S=C(NC1CCCCC1)N(CCc1nc2ccccc2[nH]1)C1CCCC1
  -1	8	2	3	-5	-5	7	-1	-3

(further entries)
SMILES | pPAFAH FP inh | PAFAH1B2 inh | GSTO1 inh | PAFAH1B3 FP inh | LYPLA1 inh | PAD4 FP inh | PREPL inhibitor | LYPLA2 counter | PME-1 primary
CCOC(=O)Nc1nnc(-c2ccccc2OC)s1 | 3 | 3 | -6 | -1 | 5 | 6 | 26 | -2 | 2
CC(C)C(=O)Nc1ccc(C(=O)NN2C(=O)c3ccccc3C2=O)cc1 | 3 | -7 | 4 | 0 | 3 | 2 | 10 | 5 | 5
COc1cccc(-n2c(-c3ccccc3)c[nH]c2=S)c1 | 0 | -3 | 2 | 5 | 2 | 4 | -5 | 0 | 1
CCn1ncc(C2=NOC(C(=O)NCc3ccc(OC)cc3)C2)c1C (centres undefined) | 8 | 8 | 3 | 7 | 3 | 2 | 6 | 0 | 3
COC(=O)Cn1c(=O)c2c(nc3n2CCCN3Cc2ccccc2)n(C)c1=O | 6 | 6 | 6 | 7 | 0 | -4 | 22 | 4 | 2
O=C(Nc1ccc(F)cc1)C1CC(=O)n2cnnc2N1 (centres undefined) | 1 | -3 | 6 | 11 | 2 | -1 | -5 | -3 | -1
CCOC(=O)c1ccc(NS(=O)(=O)c2cc(-c3nnnn3C(C)C)ccc2OC)cc1 | 0 | 0 | 18 | 9 | 0 | 1 | -9 | 5 | 5
COc1ccc(CC(=O)OCC(=O)NC(=O)NC2CCCCC2)cc1 | 6 | 4 | -7 | 7 | 0 | 8 | -4 | -1 | -1
COc1ccc2c(c1OC)C(=O)N1C2SC(C)(C)[C@H]1C(=O)NC1CCCC1 (some centres undefined) | 3 | 9 | 2 | 11 | 2 | -6 | 4 | 8 | -2
O=C(NCCN1CCCC1)C1CCN(S(=O)(=O)N2CCC3(CC2)OCCO3)CC1 | -2 | -2 | 0 | -4 | 0 | -2 | -7 | -2 | -3
CCOC(=O)CNc1c(-c2ccc(OC)cc2)nc2ccc(Cl)cn12 | 9 | 4 | 1 | 3 | 2 | -3 | 15 | -2 | 1
CCCCCCSc1ccc([C@@H]2[C@H]3C(=O)N(CC)C(=O)[C@H]3[C@]3(C(=O)OC)CCCCN23)cc1OC | 14 | 4 | nt | -8 | nt | -3 | 10 | nt | nt
COc1ccc(-n2nc(C(=O)NCC(=O)N3CCCCCC3)c3ccccc3c2=O)cc1OC | 1 | 4 | 6 | 4 | 4 | -2 | 0 | 9 | 0
CCOC(=O)c1c(NC(=S)Nc2cc([N+](=O)[O-])ccc2OC)sc2c1CCCCC2 | 14 | nt | 2 | nt | 1 | -2 | 2 | 1 | 6
CN(C(=O)c1ccc(NC(=O)Cc2cccc(NC(=O)C3CCCN(C(=O)CCc4ccccc4)C3)c2)cc1)C1CCCC1 (centres undefined) | 5 | 6 | nt | -3 | -1 | -1 | -2 | -1 | -6
